High-throughput results: PubChem BioAssay, National Center for Advancing Translational Sciences (NCATS)
N370S GC mod: qHTS Assay for Inhibitors and Activators of N370S glucocerebrosidase as a Potential Chaperone Treatment of Gaucher Disease. Lysosomal acid glucosylceramidase (Homo sapiens), P04062. N370S GC spleen homogenate, 4MU-glucoside fluorescence. Potency, µM (titrated, usually from 59.4 µM), for inactives: at the top dose activity change, negative = inhibition, hits mostly inhibitors. 330,000 tested, 0.092% active. AID 2101, 2009;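 further: 0% = full enzyme activity and -100% = no enzyme basal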
FEN1 inh: qHTS Assay for the Inhibitors of Human Flap endonuclease 1 (FEN1); P39748; Recombinant FEN1 flap cleavage, fluorescence, 15 min; Potency, µM (top dose mostly 114 µM), without a hit: at the top dose activity change, negative = inhibition, usual class: inhibitors; 390,000 tested, 0.35% active; AID 588795, 2011; further: nearly all actives have a fitted effect of over 65% in size
Target sequence (P39748 whole entry, looked up): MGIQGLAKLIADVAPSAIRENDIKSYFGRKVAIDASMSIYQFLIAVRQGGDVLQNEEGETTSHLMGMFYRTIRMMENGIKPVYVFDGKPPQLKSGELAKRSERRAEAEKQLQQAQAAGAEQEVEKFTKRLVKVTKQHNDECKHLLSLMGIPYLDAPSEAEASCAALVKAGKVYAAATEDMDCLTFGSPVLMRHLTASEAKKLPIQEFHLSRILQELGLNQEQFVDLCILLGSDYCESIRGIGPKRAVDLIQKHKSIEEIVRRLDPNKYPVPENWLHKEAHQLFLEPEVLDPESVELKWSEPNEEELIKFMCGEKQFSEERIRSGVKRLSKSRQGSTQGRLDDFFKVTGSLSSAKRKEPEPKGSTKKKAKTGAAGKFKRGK
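Quantitative HTS format: each compound was titrated, incubated with 10 nM nuclease for 15 min at room temperature, then challenged with flap substrate at 50 nM final. Signal change over 15 min gave concentration–effect curves.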
GCN5L2 inh: qHTS Assay for Inhibitors of GCN5L2; GCN5L2 HAT assay, ThioGlo1 CoA-SH fluorescence; 390,000 tested, 0.21% active; AID 504327, 2011; Potency, µM (highest dose often 58.9 µM), without a hit: at the highest dose activity change, negative = inhibition, most hits filed as inhibitors; Histone acetyltransferase KAT2A (Homo sapiens), Q92830
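Fluorescence readout, Ex340nm/Em540nm: ThioGlo1 (50uM final) reacts with free CoA thiol released as 20nM GCN5L2 acetylates H3(1-25) peptide (75uM) using acetyl-CoA (70uM). Compound and enzyme sat 15 min beforehand; 20 min room-temperature reaction.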
The depositor's hits bear a star; ? = inconclusive; · = not tested or not shown; & = joins results of further samples; [ ] = another dose, or the depositor's remark. The call rests on the fitted dose curve; in most records, active means well fitted curve in the direction sought with a large enough effect; inconclusive means small, poorly fitted or top-dose-only effect, or another doubt; inactive means no such curve, though single readings can be large; an effect the other way counts as inactive or inconclusive. Unless noted, on the % scale 0 is the no-effect control and ±100 the full control effect; potency means the concentration at half of the fitted maximal effect. This is a subset (hit frequency here may not be typical).

SMILES | N370S GC mod | FEN1 inh | GCN5L2 inh
O=C(Nc1ccc2c(c1)OCCO2)C1c2ccccc2C(=O)N2CCc3ccccc3C12 (stereo not drawn) | 4.8% | 20.6% | 2.4%
Brc1ccc2nc(-c3c[nH]c4ccccc34)cn2c1 | -17.5% | ? | -11.9%
Clc1cccc(CN2CCSCC2)c1 | -4.7% | -6.2% | -7.4%
Nc1ccc2nc3c(=O)n(C4CCCCC4)c(=O)[nH]c3nc2c1 | -22.2% | -3.5% | -6.3%
COCCn1c(SCC(=O)N2CCC(C)CC2)nc2c([nH]c3ccccc32)c1=O | -2.0% | 4.8% | 2.3%
CC(=O)NCCOc1cccc(OCCNC(C)=O)c1 | 0.0% | 26.6% | -7.0%
COc1ccc(NC(=O)Cn2nnc(C(=O)Nc3ccc(C)c(F)c3)c2N)cc1Cl | · | 3.1% | 5.5%
CCCN1Cc2cccc(C(=O)NCc3ccc(C)cc3)c2C1=O | -3.4% | 11.2% | -1.1%
O=C(CSc1ccc(Cl)cc1)NCc1ccncc1 | -7.9% | 6.9% | -0.5%
CNc1ncnc2ccc(-c3ccccc3C)cc12 | ? | · | -6.5%
CCCS(=O)(=O)N1CCC(CCOc2ccccc2)(C(=O)OCC)CC1 | -9.9% | -4.1% | 0.2%
CC(C)(C)c1cc(=O)n2c(nc3ccccc32)[nH]1 | -1.2% | 7.3% | -3.2%
COc1ccc(CCc2nnc(CCC(=O)NCCc3ncccc3C)o2)cc1 | 4.1% | -7.7% | -0.1%
CCN(c1ccccc1)S(=O)(=O)c1ccc(OC)c(NC(=O)c2cc(F)c(F)c(F)c2F)c1 | · | -16.2% | 0.5%
O=C(Oc1cccccc1=O)c1ccccc1 | 4.7% | -0.7% | 1.3%
Cc1ccc(S(=O)(=O)N2CCN(C(=O)N3CCOCC3)C2C(C)C)cc1 (stereo not drawn) | 2.9% | -6.5% | -1.9%
O=C(O)C1=C[C@@H](c2ccc3c(c2)OCO3)C[C@@H](OCc2ccc(CO)cc2)O1 | 13.3% | 3.1% | -1.0%
Cc1ccc(NS(=O)(=O)c2ccc3c(c2)NC(=O)C(C)C(=O)N3)c(Cl)c1 (stereo not drawn) | -17.1% | -2.0% | -4.6%
COc1cc(NC(=O)C2CCN(S(=O)(=O)c3cnc[nH]3)CC2)cc(OC)c1OC | · | -17.1% | -1.9%
O=C1Cc2cc(S(=O)(=O)Nc3cccc(F)c3)ccc2N1 | · | -3.6% | -6.4%
COc1cccc2sc(N3CCN(C(=O)C4COc5ccccc5O4)CC3)nc12 (stereo not drawn) | -3.5% | 6.3% | -6.5%
Nc1cc(C(=O)OCC(=O)Nc2ccc(N3CCOCC3)cc2)ccc1Cl | · | -3.9% | -1.6%
COc1ccc(-c2nc3ccccc3c(=O)n2CC(C)C)cc1 | -1.4% | 2.2% | ?
CCN(c1ccccc1)S(=O)(=O)c1ccc(Cl)c(NC(=O)CN2CCN(C)CC2)c1 | · | 2.2% | -0.4%
O=C(Nc1ccc(NC(=O)C2CCCN2C(=O)OCc2ccccc2)cc1)c1ccco1 (stereo not drawn) | 4.0% | -1.3% | -1.0%

Among those listed so far, eleven contain a carbonyl joined to an NH by a bond outside any ring:
SMILES | N370S GC mod | FEN1 inh | GCN5L2 inh
O=C(Nc1ccc2c(c1)OCCO2)C1c2ccccc2C(=O)N2CCc3ccccc3C12 (stereo not drawn) | 4.8% | 20.6% | 2.4%
CC(=O)NCCOc1cccc(OCCNC(C)=O)c1 | 0.0% | 26.6% | -7.0%
COc1ccc(NC(=O)Cn2nnc(C(=O)Nc3ccc(C)c(F)c3)c2N)cc1Cl | · | 3.1% | 5.5%
CCCN1Cc2cccc(C(=O)NCc3ccc(C)cc3)c2C1=O | -3.4% | 11.2% | -1.1%
O=C(CSc1ccc(Cl)cc1)NCc1ccncc1 | -7.9% | 6.9% | -0.5%
COc1ccc(CCc2nnc(CCC(=O)NCCc3ncccc3C)o2)cc1 | 4.1% | -7.7% | -0.1%
CCN(c1ccccc1)S(=O)(=O)c1ccc(OC)c(NC(=O)c2cc(F)c(F)c(F)c2F)c1 | · | -16.2% | 0.5%
COc1cc(NC(=O)C2CCN(S(=O)(=O)c3cnc[nH]3)CC2)cc(OC)c1OC | · | -17.1% | -1.9%
Nc1cc(C(=O)OCC(=O)Nc2ccc(N3CCOCC3)cc2)ccc1Cl | · | -3.9% | -1.6%
CCN(c1ccccc1)S(=O)(=O)c1ccc(Cl)c(NC(=O)CN2CCN(C)CC2)c1 | · | 2.2% | -0.4%
O=C(Nc1ccc(NC(=O)C2CCCN2C(=O)OCc2ccccc2)cc1)c1ccco1 (stereo not drawn) | 4.0% | -1.3% | -1.0%

Next part.
SMILES | N370S GC mod | FEN1 inh | GCN5L2 inh
Cc1ccc[n+](C(C)C(=O)Nc2ccc(C)c(C)c2)c1 (stereo not drawn) | -5.0% | 1.6% | -2.1%
O=C(CSc1ccccc1)Nc1ccccc1N1CCOCC1 | 9.5% | -10.4% | -5.7%
O=C(c1cnccn1)N1CCC2(CC1)CN(c1cccc(-c3ccccc3)c1)C2 | 8.1% | · | -13.3%
O=C(CN(c1ccc(F)cc1)S(=O)(=O)c1ccc2c(c1)OCCO2)Nc1cccnc1 | -14.1% | -7.4% | -2.8%
CC(C)C(=O)N1CCN(c2nc3ccc(Cl)cc3s2)CC1 | -3.4% | -6.3% | ?
COc1ccc(-n2c(=O)cnc3cnc(N4CCN(C)CC4)nc32)cc1 | -26.0% | · | -12.6%
CC(C)C1CC(=O)NC(SCC(=O)Nc2ccc(Br)cc2)=C1C#N (stereo not drawn) | 1.7%[2.35 µM] | 1.7% | 2.0%
Cc1ccc(C(=O)N2CC(=O)Nc3ccc(Br)cc3C2c2ccc(F)cc2)cc1C (stereo not drawn) | · | -21.0% | -0.2%
C/C(=N\NC(=O)c1ccc(Br)cc1)c1cccc(NC(=O)c2cccnc2)c1 | 9.8% | 17.1% | 6.9%
O=C1CCC([N+](=O)[O-])C(c2ccccc2Cl)N1 (stereo not drawn) | · | 11.6% | -0.5%
Cc1ccc(CNC(=O)C2CCN(c3nn4cc(-c5ccc(F)cc5)nc4s3)CC2)cc1 | · | 0.8% | -1.3%
O=C(COC(=O)Cc1cccs1)Nc1ccccc1 | -6.6% | -12.5% | 4.3%
O=C(Nc1ccc(NC(=O)c2cccs2)cc1)c1ccc(Cl)cc1 | · | 13.3% | 2.9%
COC(=O)c1c(NC(=O)c2c(-c3ccccc3Cl)noc2C)sc2c1CCC2 | 8.1% | -0.1% | -2.7%[0.501 µM]
CC(=O)N(CCC(Cc1ccccc1)c1ccc2c(c1)OCO2)Cc1ccc(Cl)cc1 (stereo not drawn) | -9.1% | -9.8% | -11.8%
COc1ccc2nnc(-c3ccccc3)n2n1 | 2.4% | -15.4% | 0.0%
CC12COC3(C(=O)NCCc4ccccc4)CC1CCC32C (stereo not drawn) | 13.2% | -9.9% | -2.6%
Cc1ccc(NC(=S)N2CCN(C(=O)C3CCCO3)CC2)c(C)c1 (stereo not drawn) | -14.2% | -14.5% | 0.3%
O=C(COC(=O)Cn1cnc2ccccc2c1=O)Nc1ccc2c(c1)OCO2 | 3.8% | -19.3% | -0.4%
CCC1(c2ccc(F)cc2)NC(=O)N(CC(=O)N2CCOCC2)C1=O (stereo not drawn) | -1.2% | -4.9% | -2.1%
COc1ccc(NC(=O)CCNC(=O)Cn2cnc3sc4c(c3c2=O)CCCC4)cc1OC | -10.9% | -15.3% | 1.0%
CCN(C(=O)CN1CCC(C)CC1)c1c(N)n(Cc2ccccc2)c(=O)[nH]c1=O | -0.1% | -5.9% | 1.1%
Cc1cc(NC(=O)c2ccccc2Cl)no1 | -2.8% | 2.6% | 3.2%
CCCCN1CCC(CCC(=O)c2cc(Cl)c(N)cc2OC)CC1 | -8.7%&-5.4% | · | -26.9%&-13.8%
CCOc1ccccc1N(CC(=O)NCCSCc1ccco1)S(=O)(=O)c1ccccc1 | 3.3% | 1.4% | -19.9%

(list continues)
SMILES | N370S GC mod | FEN1 inh | GCN5L2 inh
O=C(N/N=C/c1cc(Cl)ccc1O)c1ccncc1 | -17.4% | ? | -4.0%
COc1cc(NC(=O)c2ccccc2NS(=O)(=O)c2ccc(Cl)s2)cc(OC)c1 | 3.9% | -4.9% | -10.3%
Cc1cc(NC(=O)CCC(=O)N(CC2CCCO2)C(C(=O)NC2CCCC2)c2cccnc2)no1 (stereo not drawn) | -7.0%[12.8 µM] | 1.0% | -6.3%
C=CCn1c(CNC(=O)c2cccs2)nnc1SCc1ccc(Cl)cc1Cl | 1.1% | -10.9% | -6.9%
COc1ccccc1CN1C[C@@H]2C[C@@H](c3[nH]c4c(C)cccc4c3C)N3CCC[C@@]23C1=O | -1.1% | 25.5% | -15.9%
Cc1ccc(NC(=O)c2oc3ccc(S(=O)(=O)N(C)C4CCCCC4)cc3c2C)c(C)c1 | · | 6.7% | -15.1%
Cc1cccc(C(=O)N2CCCC(N3CCN(Cc4ccc5c(c4)OCO5)CC3)C2)n1 (stereo not drawn) | -14.7% | 16.8% | -2.4%
CN(CCCn1c(=S)[nH]c2ncccc2c1=O)Cc1ccccc1 | 1.2% | -2.1% | 1.9%
CC(C)NS(=O)(=O)c1ccc(NC(=O)Cc2ccsc2)cc1 | -7.0% | 1.1% | -5.6%
CS(=O)(=O)N1CCN(C(=O)c2ccccc2)C1 | -4.4% | -2.9% | -7.3%
Cc1ccc(N=Cc2c(C)[nH]n(-c3ccccc3)c2=O)nc1 | 6.8% | 0.4% | -6.9%
N=C(N)N1CCc2ccccc2C1 | 0.5% | · | -1.7%
CC1CCc2sc(NC(=O)c3ccc(N4C(=O)CCC4=O)cc3)c(C(N)=O)c2C1 (stereo not drawn) | -6.0% | 1.1% | 1.2%
Cc1ccc(Nc2c(-c3ccccc3O)nc3ccc(Br)cn23)cc1 | · | 0.4% | -2.4%
Cc1ccc(C(O)CCc2ccc(N)cc2)cc1 (stereo not drawn) | -18.5% | -1.2% | -13.2%
COCCNc1nnc(SCC(=O)c2c[nH]c3ccccc23)s1 | 2.8% | -18.1% | -6.1%
COc1ccc(-c2cc(C(=O)N3CCN(c4ccc(F)cc4)CC3)no2)cc1OC | -5.5% | -26.1%&3.4% | -8.9%&-4.5%
CCc1cccc(N(C(=O)c2csnn2)C(C(=O)NC2CCCCC2)c2cccnc2)c1 (stereo not drawn) | -1.6% | -6.6% | -2.0%
CC(=O)Nc1ccc(OC(=O)c2c(-c3ccccc3Cl)noc2C)cc1 | -5.8% | -9.0% | -2.3%
Cc1ccc(C)c(NC(=O)CN(C)C(=O)c2cc3c(s2)CCCCC3)c1 | 9.1% | 6.5% | -1.5%
CCN(CC)c1ccc(C=C2C(=O)OC(c3ccccc3)OC2=O)cc1 (stereo not drawn) | 1.6% | -2.5% | -1.5%
O=C(NNc1cccc(Cl)c1)c1cccnc1Oc1ccccc1 | 17.1% | 0.5% | -5.7%
CC(C)(C)C1CCc2c(sc(NC(=O)c3cccs3)c2C(N)=O)C1 (stereo not drawn) | 4.1% | 0.2% | ?
Cc1ccc(Cc2nc3ccccc3nc2SCC(=O)N2CCc3ccccc32)cc1 | · | 0.5% | 2.1%
O=C(CN1CCN(S(=O)(=O)c2ccc(Cl)c(Cl)c2)CC1)N1CCCCC1 | · | 4.5% | 0.7%
COc1cc(/C=C/C(=O)OCC(=O)NCCN2C(=O)CSC2=O)ccc1OCC#N | · | -3.4% | -3.0%
CCOC(=O)/C(C#N)=C/c1ccc(N2CCN(C)CC2)cc1 | -27.7% | -8.8% | ?
Cc1cc(C(=O)N2CCc3c([nH]c4ccccc34)C2c2cccc(Cl)c2)nn1C (stereo not drawn) | 4.6% | -1.7% | 7.2%
